Efflux pump mplx: inhibitors of Candida antifungal efflux pumps expressed in yeast; S. cerevisiae Candida pump triplex, Nile Red efflux; inhibition, % at 10 µM; hit rate 0.44% among 330,000;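 active means plate passing quality check with inhibition over a set limit, or well fluorescence over plate mean plus 4 SD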;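 further: Nile Red retained in pooled yeast measured as flow cytometry median fluorescence; 0% = buffer negative control and 100% = Enniatin B positive control; higher means more Nile Red kept so more efflux inhibition; some compounds called inactive have numbers as strong as hits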
PME-1 primary: blocks human protein phosphatase methylesterase 1. hit rate 0.53% among 320,000. inhibition, % at 5.9 µM. AID 2130. Q9Y570. recombinant PME-1, FP-Rh probe fluorescence polarization;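 active means inhibition above the campaign mean of all compounds plus 3 SD, cut at about 26% in these data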;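 further: competitive labeling of PME-1 active site by serine hydrolase directed probe; 0% = PME-1 with DMSO and 100% = wells lacking PME-1 enzyme; inhibitors block probe labeling so polarization falls and inhibition rises; many of its hits are not listed in these tables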
MCL1 BIM primary: MCL1-BIM-BH3 interaction inhibition (human); Q07820; inhibition, % at 10.9 µM; GST-MCL1 / FITC-Bim-BH3 fluorescence polarization; hit rate 0.68% among 320,000; AID 2057;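 active means inhibition above the mean inhibition of all tested compounds plus 3 SD, set per campaign, cut at about 40% in these data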;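 further: 0% = DMSO wells and 100% = unlabeled Bim-BH3 peptide control; higher means more loss of mP so more displacement of Bim peptide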
GRK2 aptamer HTS: human GRK2 inhibition via aptamer displacement; AID 488847; inhibition of aptamer binding, % at 10 µM; bead flow cytometry, FAM-aptamer displacement from GRK2; P25098; hit rate 0.59% among 330,000;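 active means inhibition of aptamer binding above 40%, roughly 3 SD of noise, on plates passing a quality check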;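 further: median bead fluorescence of bound FAM aptamer so fluorescent compounds give negative values; no value below 0 was filed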
BCLXL inh: Bcl-xL (human) inhibition. Q07817. inhibition, % at 10.9 µM. AID 2129. hit rate 0.7% among 320,000. GST-Bcl-xL / FITC-Bim BH3 peptide fluorescence polarization;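 active means inhibition above the mean of all tested compounds plus 3 SD, cutoff set per campaign, cut at about 30% in these data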;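 further: 0% = DMSO wells and 100% = unlabeled Bim-BH3 peptide competitor; inhibitors lower millipolarization by displacing the labeled peptide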
Fam108B inh: Fam108B inhibition, counter-screen for RBBP9 inhibitors | recombinant Fam108B, FP-Rh probe fluorescence polarization | inhibition, % at 9.51 µM | AID 1947 | hit rate 0.33% among 300,000;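 active means inhibition above the screen mean inhibition plus 3 SD, computed separately per campaign, cut at about 18% in these data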;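 further: inhibitors lower polarization as less probe binds the enzyme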
MEX-5 binding: C. elegans MEX-5 TCR-2 RNA binding activity | MEX-5/FITC-TCR2 RNA binding, fluorescence polarization; hits give low values | activity score (negative = inhibition of binding), % at 10 µM | hit rate 0.38% among 300,000 | AID 1832;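 active means inhibition past about -25% in most replicates, and total fluorescence under double the plate's negative control median, limit read from the data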;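 further: 0% = DMSO and -100% = 5 µM competing unlabeled TCR2 RNA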
GLD-1 TGE inh: GLD-1-TGE RNA interaction inhibition (C. elegans); purified GLD-1 + fluorescein TGE RNA, fluorescence polarization; inhibition, % at 5.96 µM; hit rate 0.44% among 320,000;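 active means percent inhibition above a per-plate cutoff, the plate mean of test compounds plus 3 SD, cut at about 30% in these data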;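 further: 0% = DMSO wells with GLD-1 and probe and 100% = wells lacking GLD-1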
VLA-4 inh: inhibition in a human VLA-4 binding assay; P13612; VLA-4 expressing cells, ligand binding flow cytometry; inhibition, % (about 7 µM as worked out from the volumes in the protocol); hit rate 0.2% among 330,000; AID 2557; in the data active means inhibition above about 50%
Target sequence (P13612 whole entry, looked up): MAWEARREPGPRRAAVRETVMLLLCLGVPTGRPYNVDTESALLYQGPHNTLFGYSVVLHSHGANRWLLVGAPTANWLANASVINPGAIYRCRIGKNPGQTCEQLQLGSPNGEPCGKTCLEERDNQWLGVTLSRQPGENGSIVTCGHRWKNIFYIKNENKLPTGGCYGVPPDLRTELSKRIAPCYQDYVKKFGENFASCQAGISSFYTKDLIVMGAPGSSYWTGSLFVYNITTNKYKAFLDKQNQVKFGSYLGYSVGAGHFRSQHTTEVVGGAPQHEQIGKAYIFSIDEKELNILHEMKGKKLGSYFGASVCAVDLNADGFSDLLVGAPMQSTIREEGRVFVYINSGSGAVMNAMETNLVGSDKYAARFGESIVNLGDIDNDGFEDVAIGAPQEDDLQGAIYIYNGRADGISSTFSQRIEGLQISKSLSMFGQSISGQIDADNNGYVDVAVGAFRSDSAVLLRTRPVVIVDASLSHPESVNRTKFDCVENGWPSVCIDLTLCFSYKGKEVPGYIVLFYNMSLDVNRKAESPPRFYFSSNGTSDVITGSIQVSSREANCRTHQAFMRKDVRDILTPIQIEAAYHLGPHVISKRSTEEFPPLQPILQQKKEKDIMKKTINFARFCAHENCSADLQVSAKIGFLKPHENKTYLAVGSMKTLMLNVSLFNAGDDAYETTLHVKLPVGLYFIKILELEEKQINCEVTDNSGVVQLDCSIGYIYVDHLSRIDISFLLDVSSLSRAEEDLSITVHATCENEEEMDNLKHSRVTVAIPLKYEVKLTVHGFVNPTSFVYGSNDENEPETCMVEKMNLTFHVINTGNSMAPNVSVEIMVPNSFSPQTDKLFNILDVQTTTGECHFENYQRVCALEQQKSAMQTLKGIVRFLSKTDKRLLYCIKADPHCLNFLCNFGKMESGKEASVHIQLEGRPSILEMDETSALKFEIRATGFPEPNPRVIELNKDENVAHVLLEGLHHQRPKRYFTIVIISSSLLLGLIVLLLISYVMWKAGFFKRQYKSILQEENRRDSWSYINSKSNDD
An asterisk follows results filed as active; . = not tested or not shown.

SMILES	Efflux pump mplx	PME-1 primary	MCL1 BIM primary	GRK2 aptamer HTS	BCLXL inh	Fam108B inh	MEX-5 binding	GLD-1 TGE inh	VLA-4 inh
CCC(c1nnc(SCC(=O)Nc2cc(Cl)ccc2C#N)n1C1CCCCC1)N(C)C (stereo not given)	0.6	7	14	1	5	5	3.4	-8	3
COC(=O)c1sccc1NC(=O)COc1ccccc1Cl	0.6	-8	-21	0	-11	-10	-0.3	6	-18
C[C@@H](Nc1nc(-c2ccccc2)nc2c1oc1ccccc12)C(=O)O	0.0	-6	-6	0	3	1	-1.2	0	0
CCOC(=O)c1[nH]c(C)c(C(=O)Nc2ccc(C)c(Cl)c2)c1C	-0.1	-3	-8	0	0	-2	-0.6	5	2
COc1cc(OC)c(OC)cc1/C=C/c1cc(C(=O)O)c2ccccc2n1	-0.2	12	-1	0	5	2	-2.6	15	-2
O=C(c1ccco1)N1CCc2[nH]nc(-c3ccccc3)c2C1	0.0	-2	4	4	2	1	1.8	3	11
COc1ccc(CCNC(=O)C(C)n2nc(C)c3c(C)n(-c4ccc(C)cc4)nc3c2=O)c(OC)c1 (stereo not given)	0.2	4	8	0	11	10	-1.7	-4	-1
Cc1noc(C)c1C(=O)NCCC1=CCCCC1	0.0	9	4	3	3	-4	-0.2	-9	5
CC1CN(c2c3c(nc4ncnn24)CCCC3)CC(C)O1 (stereo not given)	0.0	6	2	1	2	-2	1.8	-2	-2
Cc1ccc(NC(=O)CSc2nnnn2C)cc1S(=O)(=O)N(C)C	-0.2	5	13	1	12	1	0.6	9	3
C(=N\Nc1nc2ccccc2[nH]1)/c1ccccc1	-0.1	-54	-9	0	-2	7	0.5	-5	-3
COc1ccc(S(=O)(=O)Nc2ccc3c(c2)n(C)c(=O)n3C)cc1	0.6	-1	-6	19	-11	-4	-1.0	-7	-4
CSc1nc2ccccc2n1Cc1cccc([N+](=O)[O-])c1	-0.1	-1	1	6	-5	3	-1.0	2	3
O=C(NC(=S)N1CCN(c2nc(-c3ccccc3)cs2)CC1)c1cncc(Br)c1	0.0	-1	-2	4	3	-2	1.9	6	5
CCOC(=O)c1c(NC(=O)CSc2nnnn2CC)sc(C)c1C	0.2	8	4	0	3	0	2.0	4	4
Cc1ccc2c(c1)N(CCC(=O)NCc1ccc3c(c1)OCO3)C(=O)CO2	0.0	-2	-5	0	2	2	-0.5	-3	2
Cc1ccc(NC(=O)c2ccc(OCC3CCCO3)cc2)nc1 (stereo not given)	-0.1	-2	2	4	1	-1	-0.5	3	14
COc1ccccc1-c1nc2cc3ccccc3cc2nc1-c1ccccc1	0.2	-6	13	8	7	-1	-0.7	7	6
COc1ccc2[nH]c(=O)c(CN(C)C(=O)COc3ccccc3)cc2c1	0.1	7	2	2	5	2	-1.7	-2	0
Clc1ccc(-c2nc3cnccn3c2NC2CCCC2)cc1	0.3	2	31	0	20	7	1.5	6	-13
Cc1onc(-c2c(Cl)cccc2Cl)c1C(=O)NCc1ccc(S(N)(=O)=O)cc1	0.2	1	1	4	-2	-3	-1.1	-1	-1
O=C(O)C1CSC2(c3ccc(F)cc3)CCC(=O)N12 (stereo not given)	0.1	-4	0	0	3	-2	-0.9	2	0
CN(C)CCCOC(=O)N1c2ccccc2C=Cc2ccccc21	-0.1	-2	0	0	1	-2	0.0	2	0
Cc1cc(=O)[nH]c(SCC(=O)Nc2nc3c(s2)CCCC3)n1	0.1	9	13	1	3	-2	-0.1	1	5
N#Cc1cnn(-c2cccc(Cl)c2)c1-n1cccc1	0.2	2	-4	0	2	0	2.0	2	-1
Cc1nc(SCC(=O)N2CCCCCC2)[nH]c(=O)c1C	-0.1	-1	-5	6	-2	1	3.6	-7	9
N#C/C(=C\c1cn(CC(=O)O)c2ccccc12)C(=O)NCc1ccccc1	-0.1	-8	-20	1	-13	2	0.6	-13	-2
COC(=O)c1ccccc1NC=C1C(=O)OC2(CCCCC2)OC1=O	0.2	2	0	3	2	-2	0.1	0	4
CCc1ccc2nc(N3C(=O)C(O)=C(C(=O)c4ccco4)C3c3cccs3)sc2c1 (stereo not given)	0.1	-25	7	2	2	-1	-0.1	-1	-12
Cc1cc(N2C(=O)C(O)=C(C(=O)c3ccco3)C2c2ccccc2F)no1 (stereo not given)	0.0	6	-2	0	8	1	3.7	-4	3
CC1C(c2ccccc2)C(C#N)(C#N)C2(C#N)C(=O)NC1(N)C2C (stereo not given)	0.0	5	-2	0	4	-2	1.3	3	6
CCOC(=O)Nc1ccc2c(c1)N(C(=O)CCN(CC)CC)c1ccccc1CC2	-0.1	0	5	0	3	-1	-0.9	-6	4
COc1ccccc1C(=O)Nc1ccc(N2CCN(C(C)=O)CC2)cc1	0.0	1	10	25	8	0	-1.9	2	6
CC(=O)NCCNC(=O)c1cccc(NS(=O)(=O)c2ccc3c(c2)OCCO3)c1	-0.2	-3	-1	1	2	3	-0.8	7	13
Cc1ccc(-n2c(C)cc(/C=N/NC(=O)CC3(C)OCCO3)c2C)cc1	-0.1	1	0	0	4	1	-4.3	2	-4
O=S(=O)(Nc1ccc2nc(C(F)(F)F)[nH]c2c1)c1ccccc1	0.1	-10	-9	4	-2	-2	-0.2	-2	6
Cn1c(NC(=O)c2ccco2)c(-c2ccccc2Cl)c(=O)c2ccccc21	0.0	-6	11	2	4	4	0.9	3	1
COC(=O)COC(=O)CC(CC(N)=O)c1ccccc1 (stereo not given)	0.6	0	-2	2	-3	3	-1.1	2	0
O=C(NNC(=O)c1ccc2ccccc2c1O)NC1CCCCC1	0.0	.	.	0	.	.	-1.6	.	11
CCOC(=O)/C(C#N)=C1/C=CN(Cc2ccccc2)C=N1	0.0	0	5	2	4	2	-4.5	2	2

The last two compounds of the part before are carried over, then new ones follow.
SMILES	Efflux pump mplx	PME-1 primary	MCL1 BIM primary	GRK2 aptamer HTS	BCLXL inh	Fam108B inh	MEX-5 binding	GLD-1 TGE inh	VLA-4 inh
O=C(NNC(=O)c1ccc2ccccc2c1O)NC1CCCCC1	0.0	.	.	0	.	.	-1.6	.	11
CCOC(=O)/C(C#N)=C1/C=CN(Cc2ccccc2)C=N1	0.0	0	5	2	4	2	-4.5	2	2
CN(c1ccccc1C(=O)Nc1cccc(Cl)c1Cl)S(C)(=O)=O	0.3	-1	1	2	-2	0	-1.2	7	-4
O=C(Nc1cccc(Cl)c1N1CCCC1)c1cc2ccccc2o1	0.0	-10	0	0	-1	-6	-2.0	0	-16
Cc1cccc(Nc2nc3c(S(=O)(=O)c4ccccc4)nnn3c3ccccc23)c1C	0.3	1	-5	0	-1	-4	0.5	2	0
CCCN(C(=O)c1cc(S(=O)(=O)N2CCCCC2)ccc1Cl)C1CCS(=O)(=O)C1 (stereo not given)	0.1	6	1	0	-2	3	-0.3	-2	2
O=C1CCC(C(=O)OCc2c(Cl)cccc2Cl)N1 (stereo not given)	-0.1	1	-2	2	1	-1	-1.8	4	-6
O=C(NNC1=C(C(=O)C(F)(F)F)CCC1)c1ccc(Cl)cc1	0.0	0	9	1	3	7	0.5	2	2
O=C(COC(=O)c1ccc(F)c(S(=O)(=O)N2CCOCC2)c1)NCc1ccco1	0.0	0	-9	1	1	0	0.5	-3	8
COc1ccc(C(=O)Oc2cccc3cccnc23)cc1[N+](=O)[O-]	0.0	-6	5	3	5	1	-1.0	11	-4
CCOc1ccc(NC(=O)CN(C)C(=O)c2c(-c3ccccc3)noc2C)cc1OCC	0.1	0	4	0	1	.	.	2	3
CC1(C)CC2CC(C)(CN2C(=S)Nc2ccccc2)C1 (stereo not given)	0.4	-2	-1	1	-1	-3	0.7	5	-21
CCCc1cc(=O)[nH]c(SCC(=O)c2ccc3c(c2)NC(=O)CO3)n1	0.3	0	8	0	2	-4	0.4	-2	1
CC1CCCCC1N1CCN(C(=O)c2cccc(F)c2)CC1 (stereo not given)	0.1	1	6	0	9	1	-1.2	2	3
Cc1ccc(NC(=O)N/C=C/c2ccc(Cl)cc2)cc1	0.2	6	-18	0	-5	-2	4.4	-3	29
CCOc1ccc(CNC(=O)CCCN2C(=O)C(c3ccccc3)Oc3cccnc32)cc1 (stereo not given)	-0.1	-4	0	3	6	3	-0.3	4	-3
O=C1N/C(=N\S(=O)(=O)Cc2ccccc2)S/C1=C/c1cc([N+](=O)[O-])ccc1O	-0.1	-12	-14	1	-9	7	5.9	-5	0
COc1ccc(CC(=O)NNS(=O)(=O)c2ccccc2[N+](=O)[O-])cc1	-0.5	-1	-6	0	-2	1	1.5	-1	-6
COc1ccc(-c2cc(C(=O)NCCN3CCOCC3)c3ccccc3n2)c(OC)c1	-0.1	-2	4	1	1	1	1.5	4	-4
CSc1ccc(C2CC(=O)Nc3c2c(=O)n(C)c(=O)n3C)cc1 (stereo not given)	0.0	0	3	85*	0	-1	0.2	-4	1
O=C(CSc1n[nH]c(=O)n1C1CC1)Nc1ccccc1	0.0	2	0	2	3	1	-0.7	-2	-14
CCCC(=O)N(CCN(C(=O)CCC)c1ccccc1)c1ccccc1	0.0	1	1	1	1	4	0.9	-3	3

Among those listed so far, these contain an NH in an aromatic ring:
SMILES	Efflux pump mplx	PME-1 primary	MCL1 BIM primary	GRK2 aptamer HTS	BCLXL inh	Fam108B inh	MEX-5 binding	GLD-1 TGE inh	VLA-4 inh
CCOC(=O)c1[nH]c(C)c(C(=O)Nc2ccc(C)c(Cl)c2)c1C	-0.1	-3	-8	0	0	-2	-0.6	5	2
O=C(c1ccco1)N1CCc2[nH]nc(-c3ccccc3)c2C1	0.0	-2	4	4	2	1	1.8	3	11
C(=N\Nc1nc2ccccc2[nH]1)/c1ccccc1	-0.1	-54	-9	0	-2	7	0.5	-5	-3
COc1ccc2[nH]c(=O)c(CN(C)C(=O)COc3ccccc3)cc2c1	0.1	7	2	2	5	2	-1.7	-2	0
Cc1cc(=O)[nH]c(SCC(=O)Nc2nc3c(s2)CCCC3)n1	0.1	9	13	1	3	-2	-0.1	1	5
Cc1nc(SCC(=O)N2CCCCCC2)[nH]c(=O)c1C	-0.1	-1	-5	6	-2	1	3.6	-7	9
O=S(=O)(Nc1ccc2nc(C(F)(F)F)[nH]c2c1)c1ccccc1	0.1	-10	-9	4	-2	-2	-0.2	-2	6
CCCc1cc(=O)[nH]c(SCC(=O)c2ccc3c(c2)NC(=O)CO3)n1	0.3	0	8	0	2	-4	0.4	-2	1
O=C(CSc1n[nH]c(=O)n1C1CC1)Nc1ccccc1	0.0	2	0	2	3	1	-0.7	-2	-14

A portion of the library (hit frequency here may not be typical).
